# GCN5L2 inh: qHTS Assay for Inhibitors of GCN5L2; GCN5L2 HAT assay, ThioGlo1 CoA-SH fluorescence; Potency, µM (series often up to 58.9 µM), for the others: top-dose activity change, negative = inhibition, hits mostly inhibitors; 0.21% of 390,000 active
# Target sequence (Q92830 whole entry, looked up): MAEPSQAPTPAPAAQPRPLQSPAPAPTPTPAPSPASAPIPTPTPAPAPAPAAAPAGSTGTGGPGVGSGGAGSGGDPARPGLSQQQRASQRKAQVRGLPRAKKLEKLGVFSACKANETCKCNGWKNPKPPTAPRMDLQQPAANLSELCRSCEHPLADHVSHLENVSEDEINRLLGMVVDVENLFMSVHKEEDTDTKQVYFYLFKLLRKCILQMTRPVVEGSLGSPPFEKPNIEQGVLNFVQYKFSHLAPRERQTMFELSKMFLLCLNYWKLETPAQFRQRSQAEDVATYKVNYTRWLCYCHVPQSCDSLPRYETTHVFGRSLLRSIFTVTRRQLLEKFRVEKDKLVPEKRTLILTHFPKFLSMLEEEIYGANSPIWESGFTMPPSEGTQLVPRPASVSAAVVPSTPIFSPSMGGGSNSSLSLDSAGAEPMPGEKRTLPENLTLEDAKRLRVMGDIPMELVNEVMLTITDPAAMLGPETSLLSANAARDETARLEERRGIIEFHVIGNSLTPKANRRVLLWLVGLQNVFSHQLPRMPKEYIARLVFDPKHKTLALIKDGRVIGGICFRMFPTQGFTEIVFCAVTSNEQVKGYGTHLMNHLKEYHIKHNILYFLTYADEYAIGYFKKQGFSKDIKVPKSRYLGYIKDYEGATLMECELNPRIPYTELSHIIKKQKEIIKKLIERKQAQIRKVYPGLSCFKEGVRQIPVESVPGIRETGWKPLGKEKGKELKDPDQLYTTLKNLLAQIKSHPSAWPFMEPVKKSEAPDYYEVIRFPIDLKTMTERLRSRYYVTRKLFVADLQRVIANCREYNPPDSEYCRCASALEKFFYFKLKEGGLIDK
#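 ThioGlo1-coupled HAT assay: 20nM GCN5L2, 70uM acetyl-CoA, 75uM H3(1-25) peptide, pH 7.5. Fluorescence read at 340/540nm at start and after 20 min at room temperature.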
# DT40 TDP1 CPT: qHTS for Inhibitors of human tyrosyl-DNA phosphodiesterase 1 (TDP1): qHTS in cells in presence of CPT | Potency, µM (top dose mostly 46.2 µM), without a hit: at the highest dose activity change, negative = growth inhibition, usual class: inhibitors | chicken DT40 Tdp1-/-;hTDP1 cells + 20 nM CPT, ATP luminescence, 48 h | AID 686979, 2013 | 12% of 420,000 active; further: nearly all actives have a fitted effect of over 55% in size
#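 Chicken DT40 Tdp1-/- cells stably complemented with human TDP1 were seeded at 400 cells/well in medium containing 20 nM camptothecin, exposed to pin-transferred compounds, and grown at 37 °C for at least 48 hr. Viability was read as ATP luminescence.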
# TDP1 cell noCPT: qHTS for Inhibitors of human tyrosyl-DNA phosphodiesterase 1 (TDP1): qHTS in cells in absence of CPT | AID 686978, 2013 | 15% of 420,000 active | Potency, µM (titrated, usually from 46.2 µM), for the others: at the highest dose activity change, negative = growth inhibition, actives largely listed as inhibitors | DT40 Tdp1-/- hTDP1 cells, no CPT, ATP luminescence, 48 h; further: nearly all actives have a fitted effect of over 55% in size
#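 Growth of hTDP1-complemented DT40 Tdp1-knockout cells is measured by ATP luminescence after at least 48 hr compound exposure at 37 °C, with DMSO substituting for the 20 nM CPT used in the parallel screen.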
# Active calls of the source: *; ? = inconclusive; . = no result given; [ ] = another dose, or the depositor's remark. The call rests on the fitted dose curve; in most records, active means well fitted curve in the direction sought with a large enough effect; inconclusive means small, poorly fitted or top-dose-only effect, or another doubt; inactive means no such curve, though single readings can be large; an effect the other way counts as inactive or inconclusive. On the % scale 0 is the no-effect control and ±100 the full control effect; potency means the concentration at half of the fitted maximal effect.
# The opening 3 compounds as a preview:
SMILES,GCN5L2 inh,DT40 TDP1 CPT,TDP1 cell noCPT
C[C@H]1[C@H]2c3nc4ccccc4n3C[C@H]1ON2C1CCCCC1,-2%,?,-14%
Cc1ccc(O)c(C(=O)c2cnc(/N=C(\N)N(C)C)nc2)c1,-1%,11%,-18%
Cc1nc(N2CCOCC2)c2c(C(=O)Nc3cccc(C(F)(F)F)c3)c(C)oc2n1,2%,-13%,-3%

# The listing, from the start:
SMILES,GCN5L2 inh,DT40 TDP1 CPT,TDP1 cell noCPT
C[C@H]1[C@H]2c3nc4ccccc4n3C[C@H]1ON2C1CCCCC1,-2%,?,-14%
Cc1ccc(O)c(C(=O)c2cnc(/N=C(\N)N(C)C)nc2)c1,-1%,11%,-18%
Cc1nc(N2CCOCC2)c2c(C(=O)Nc3cccc(C(F)(F)F)c3)c(C)oc2n1,2%,-13%,-3%
Cc1ccc(C)c(-n2[nH]c3c4c(ccc3c2=O)C(=O)c2ccccc2C4=O)c1,-1%,?,?
CSc1ncccc1C(=O)N1CCN(S(=O)(=O)c2ccc3ccccc3c2)CC1,-4%,?,-15%
COc1ccc2nc(Nc3nc(-c4ccncc4)cs3)sc2c1,?,-20%,?
COC(=O)[C@@]1(Cc2ccc(OC)cc2)[C@H]2c3cc(C(=O)N4CCCC4)n(CCSCCO)c3C[C@H]2CN1C(=O)c1ccccc1,3%,?,?
Cc1cccc(NC(=O)CSc2nnc(-c3ccccc3C)o2)c1,-9%,?,-23%
COc1cccc(C(=O)Nc2cc(-c3ccccc3)nn2-c2ccccc2)c1,-14%,?,?
Cn1c(O)c(N=NC(=O)Cn2c(C(F)(F)F)nc3ccccc32)c2ccccc21,-7%,21µM*,13µM*
CCCCSc1nnc(-c2ccccc2NC(C)=O)c(=O)[nH]1,-22%,-1%,-18%
CCC(=O)Nc1cccc(C(=O)N(Cc2ccccc2)Cc2ccccc2)c1,-1%,?,?
Cn1ncc2c(NCc3ccco3)ncnc21,.,-23%,-1%
Cc1cc(CN(C)Cc2c(C(=O)N3CCCCCCC3)nc3ccc(Cl)cn23)n[nH]1,-4%,1%,-22%
COc1ccc(-c2cc(=O)[nH]c(NCc3ccccc3)n2)cc1,-3%,?,?
O=S(=O)(Nc1cccc(-c2cn3c(n2)SCC3)c1)c1ccc(F)cc1F,-20%,-7%,?
C=CCNC(=S)N/N=C/c1ccccc1OCCOc1ccccc1,3%,-23%,-1%
O=C(Nc1ccc2c(c1)OCO2)C1Cc2c(-c3cccnc3)ccnc2O1 (stereo not given),.,-23%,?
CCOc1ccc2[nH]c3c(N4CCC5(CC4)OCCO5)ncnc3c2c1,-13%,23µM*,23µM*
COc1ccc(-c2nnn(CC(=O)Nc3ccc4c(c3)OCCO4)n2)cc1OC,-7%,-10%,3%
O=C(Cc1ccc(Br)cc1)N1CCN(C(=O)c2ccco2)CC1,0%,-16%,1%
CCN(CC)CCCNC(=O)c1ccc2nc(N3CCCCC3)sc2c1,-1%,?,?
O=C(NNC(=O)C1CC(c2cccnc2)=NO1)Nc1ccccc1F (stereo not given),-4%,-5%,1%
CC1(C)CC(=O)C2=C(C1)c1c(ccc3ccccc13)NC2c1ccc(C(=O)O)cc1 (stereo not given),-30%,38%[activator],6%
COC(=O)COc1ccc(NC(=O)c2ccco2)cc1,-11%,-15%,-15%
Cc1nc(-c2ccc(F)cc2)sc1CCNC(=O)C(=O)Nc1ccc2c(c1)OCCO2,3%,?,?
CCCCn1ccc(=O)c2c(C(F)(F)F)nccc21,.,?,?
COc1cccc(NC(=O)N2CCCC2C(=O)Nc2ccc3c(c2)OCCO3)c1 (stereo not given),-3%,-24%,-29%
Cc1ccc(OCCCCn2ccnc2C)c(C)c1,-6%,?,?
CC(=O)N(c1ccccc1C)C1CCCC1,-4%,-7%,?
O=C(Oc1ccc2c(=O)c(Oc3ccc4ccccc4c3)coc2c1)c1ccco1,0%,-1%,-25%
CCN1C(=O)[C@H]2[C@@H](c3ccc(OC)cc3)N[C@]3(CCCN(Cc4ccco4)C3=O)[C@H]2C1=O,.,-7%,-23%
Cc1cccc(Cn2c(SCCN3CCCCC3)nc3c2c(=O)[nH]c(=O)n3C)c1,-14%,?,?
C=CCC(O)(CC=C)C(C)N (stereo not given),2%,5%,0%
CN(NC(=O)/C=C/C(=O)O)c1ncc(C(F)(F)F)cc1Cl,-8%,-13%,-8%
c1ccc(CN2CCN(c3nc4ccccc4c4ccccc34)CC2)cc1,-6%,21µM*,?
Cc1cccc(C)c1OCCOC(=O)c1ccc(S(=O)(=O)N2CCCC2)cc1,.,3%,?
CCOCCOc1nc2c(c(=O)n(C)c(=O)n2C)n1CCc1ccccc1,-1%,18µM*,21µM*
CC(C)C(OC(=O)c1nsc(Cl)c1Cl)C(=O)NCc1ccc2c(c1)OCO2 (stereo not given),-4%,3%,0%
CCOC(=O)[C@]12CCC=C1N(CCC1=CCCCC1)C(=O)[C@H](CC(=O)NCCCOC)C2,.,-22%,?
COc1ccc(C(=O)N2CCC(C(=O)c3c(C)cc(C)cc3C)CC2)cc1,2%,?,23µM*
CCOc1ccc(Nc2cc(=O)n(C)c(=O)n2C)cc1,-6%,-11%,-13%
Cc1ccc(S(=O)(=O)NC2CCCc3ccccc32)cc1C (stereo not given),?,?,?
COCCn1c(SCC(=O)Nc2c(C)n(C)n(-c3ccccc3)c2=O)nnc1-c1ccncc1,-4%,14%,7%
O=C(NCCCN1CCCC1=O)c1cccc(S(=O)(=O)N2CCCCC2)c1,-5%,18%,11%
CCOC(=O)c1cc(-c2ccccc2)sc1NC(=O)C(C)Sc1nnc(C)s1 (stereo not given),-10%,-59%,-84%
COC(=O)c1c(-c2cc(OC)cc(OC)c2)sc2ccc(OC)cc12,-3%,?,?
CC(C)NC(=O)CN1C(=O)NC(CCc2ccccc2)C1=O (stereo not given),-15%,4%,2%
Cc1cc(C)c(C)c(C(=O)COC(=O)CNC(=O)CNC(=O)c2ccco2)c1C,-1%,5%,6%
Cn1ncc([N+](=O)[O-])c1C(=O)Nc1ccccc1Cl,-2%,26%,1%
CCOc1cc(/C=N/NC(N)=O)ccc1OCC(=O)Nc1ccc(C)c(C)c1,-4%,21µM*,23µM*
CC(C)Sc1nnc(-c2ccc(S(=O)(=O)N3CCOCC3)cc2)n1C,-3%,0%,-1%
CCC(=O)N1c2ccccc2NC2=C(C(=O)CCC2)C1c1ccc(N(C)C)cc1 (stereo not given),1%,3%,6%
O=C(NCCCn1ccnc1)c1cccnc1,-5%,8%,-2%
CC(C)(C)Cc1nc2ccccc2n1CCc1ccccc1,-2%,?,?
COc1ccc(C(=O)OCC(=O)c2ccc3c(c2)NC(=O)CO3)cc1S(=O)(=O)N1CCOCC1,-1%,-14%,-26%
COCCNC(=O)c1nn(-c2cc(OC)cc(OC)c2)c(=O)c2ccccc12,-8%,-12%,-19%
NC(=O)c1cccc(-c2coc3c(C(=O)NCc4cccnc4)cccc23)c1,.,21µM*,23µM*
O=C(NCc1nc2ccccc2[nH]1)C1=C[C@H](c2csc3ccccc23)C[C@H](OCc2ccc(CO)cc2)O1,-2%,?,15µM*
Cc1cccc2c1-c1sc(C(=O)NCCCN3CCc4ccccc4C3)cc1CO2,-23%,?,21µM*

# Carrying on:
SMILES,GCN5L2 inh,DT40 TDP1 CPT,TDP1 cell noCPT
CCCCCCCCC(=O)Nc1cc(C)ccc1OC,-9%,-16%,?
Cc1ccccc1-c1nc(CN2CCC(C(=O)NC3CC3)CC2)c(C)o1,0%,-6%,1%
COC(=O)/C=C1\OC(c2ccccc2)c2ccccc21 (stereo not given),.,?,?
COc1ccc(-c2nc3c(c(=O)[nH]c(=O)n3Cc3ccccc3)n2CCO)cc1,0%,2%,-9%
COc1ccc(C(=O)NNC(=S)NC(=O)c2ccccc2[N+](=O)[O-])cc1,-1%,18µM*,23µM*
CCOC(=O)N1CCC(=NNC(=O)NC2CCCCC2)CC1,4%,-3%,?
CCc1ccccc1NC(=O)Cn1nc(-c2cc(C)ccc2C)c2c(c1=O)CCCC2,0%,?,15µM*
Clc1ccc(Cn2c(-c3cccnc3Cl)nc3ccccc32)c(Cl)c1,-7%,?,?
CSc1cccc(NC(=S)N(C(C)C)C(C)c2ccccn2)c1 (stereo not given),2%,?,8.2µM*
CCC(CC)c1nn2c(=O)cc(COc3ccc(NC(=O)c4ccc(C)cc4)cc3)nc2s1,-5%,?,-20%
CC1CCCCC1NC(=O)C(=O)NCC1CCCO1 (stereo not given),0%,-7%,-7%
COc1ccc(C(=O)Nc2ccc(C(=O)c3ccccc3)cc2)cc1,.,-3%,-22%

# Brought forward from above: two entries; new compounds follow.
SMILES,GCN5L2 inh,DT40 TDP1 CPT,TDP1 cell noCPT
CC1CCCCC1NC(=O)C(=O)NCC1CCCO1 (stereo not given),0%,-7%,-7%
COc1ccc(C(=O)Nc2ccc(C(=O)c3ccccc3)cc2)cc1,.,-3%,-22%
CCn1c(C)nnc1SCC(=O)Nc1ccc(OC)cc1,.,-11%,-16%
Cc1cccc(N(C(=O)c2csnn2)C(C(=O)NCc2ccccc2)c2cccs2)c1 (stereo not given),-3%,-19%,?
COc1ccc(-c2nc(CSc3nncn4c3cc3oc(C)cc34)c(C)o2)cc1,1%,?,?
CCOC(=O)n1c(=O)n(Cc2ccccc2Cl)c2ccccc21,5%,-28%,-25%
COc1ccccc1C(O)(C(=O)NNc1cccc(C)c1)c1ccccc1OC,-1%,?,?
CC(C)n1c(=NC(=O)c2ccco2)c(C#N)cc2c(=O)n3ccccc3cc21,-11%,?,?
Nc1cc2c(cc1Cl)-c1ccc([N+](=O)[O-])cc1C2=NO,.,8.2µM*,7.3µM*
C=CCn1c(SCC(=O)NC(=O)NCc2ccco2)nc2sc(CC)cc2c1=O,-11%,-24%,-2%
CC(=O)CCc1ccc(Oc2nc(-c3cccnc3)nc3ccccc23)cc1,-5%,?,?
COc1cccc(CN2CCNC(=O)C2CC(=O)NCCn2cccn2)c1OC (stereo not given),?,-8%,9%
CCOc1ccc(N=Cc2ccc([N+](=O)[O-])cc2)c(O)c1,.,23µM*,12µM*
Nc1nc(SCC(=O)Nc2cc(Cl)ccc2Cl)n[nH]1,-3%,?,?
CCCNC(=O)C1CN(S(=O)(=O)c2ccccc2)CCN1S(=O)(=O)c1ccccc1 (stereo not given),3%,-10%,-13%
CCOC(=O)C1=C(CC)Nc2ccccc2N/C1=N\S(=O)(=O)c1cccc(C(C)=O)c1,-2%,-29%,?
CCOC(=O)C1(CC2CCCCO2)CCN(Cc2nccn2-c2ccc(OC)cc2)CC1 (stereo not given),2%,?,?
CC(C)(C)C(=O)c1c(N)[nH]c(C(=O)c2ccccc2)c1-c1ccc(F)cc1,.,-29%,-27%
Cc1cc(OCC(=O)N2CCN(c3ccccc3)CC2)c2c(C)cc(=O)oc2c1,-3%,-18%,?
O=C(O)c1cc2cc(Cl)ccc2oc1=O,37%[activator],-22%,-17%
COc1ncc2nc(CCc3ccccc3)c(=O)n(Cc3cccs3)c2n1,-7%,?,21µM*
O=[N+]([O-])c1ccc(OCCCOc2cccc3cccnc23)cc1,-23%,?,?
COc1ccc(CNC(=O)CCc2nnc3ccc(N4CCC5(CC4)OCCO5)nn23)cc1,2%,-4%,6%
O=C(C1CCCO1)N1CCN(S(=O)(=O)c2cccc3nsnc23)CC1 (stereo not given),-3%,-2%,-25%
Cc1nn(CCO)c2nc(-c3cccs3)cc(C(F)(F)F)c12,-8%,0%,?
Cc1cc2c(cc1S(=O)(=O)NCc1ccc(F)cc1)OCC(=O)N2,0%,-19%,-15%
CC(C)CC(=O)c1c[nH]c(C(=O)NCCCN2CCOCC2)c1,-4%,-2%,-10%
CN(C)C(CNC(=O)c1ccc2c(=O)n(-c3ccccc3F)c(=S)[nH]c2c1)Cc1ccccc1 (stereo not given),-7%,26µM*,18µM*
COc1ccc2nc(C)cc(SCC(=O)N/N=C/c3ccc(O)cc3O)c2c1,9%,?,?
O=C(NCCC1CCCCN1S(=O)(=O)c1ccccc1)C(=O)Nc1ccc(F)cc1F (stereo not given),-7%,18µM*,18µM*
Cc1ccccc1-c1nnc(SCC(=O)N2CCCCC2)o1,-11%,-29%,?
O=C(C(=O)N1CCC(Cc2ccccc2)CC1)c1ccccc1,.,?,16µM*
COc1cc(OC)cc(C(=O)NCC(=O)OCc2ccc(Cl)c(Cl)c2)c1,-16%,?,-2%
COc1ccc(S(=O)(=O)Nc2nnc(C(C)(C)C)s2)cc1,-3%,?,?

# Whole records, quoted from the list. Screens in order: GCN5L2 inh, DT40 TDP1 CPT, TDP1 cell noCPT
# Profile of O=C(NCCC1CCCCN1S(=O)(=O)c1ccccc1)C(=O)Nc1ccc(F)cc1F (stereo not given) → -7%, 18µM*, 18µM*
# Profile of Cc1ccccc1-c1nnc(SCC(=O)N2CCCCC2)o1 → -11%, -29%, ?
# Profile of COc1ccc(S(=O)(=O)Nc2nnc(C(C)(C)C)s2)cc1 → -3%, ?, ?

# From PubChem

# Compounds were not picked by outcome, and some 18% of all compounds hit somewhere here.
